Peg3 prom inh – Peg3 promoter activity inhibition; HeLa PEG-Prom luciferase reporter, luminescence, overnight; inhibition, % at 20 µM; 360,000 compounds, 1.7% hits;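 active = inhibition of at least 50% at 20 µM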
TRPM1 prom inh – MITF TRPM1 promoter inhibition in SK-MEL-5 cells. AID 488899. SK-MEL-5 TRPM1 promoter luciferase, 24 h. inhibition, % at 12.5 µM. 330,000 compounds, 0.83% hits;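 active = mean inhibition across replicates of 60% or more, whatever share of single replicates reaches that level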; note: values of inactives mirror those of a sister screen read the other way
TWEAK Fn14 block – TWEAK-Fn14 signaling inhibition | TWEAK-stimulated Fn14 reporter cells, luciferase luminescence, 8 h | inhibition, % at 10 µM | 360,000 compounds, 2% hits | AID 1159606; in the data active = inhibition above about 50%
C8 TRAIL sens – sensitizes caspase-8 expressing cells to TRAIL. NB7+C8 cells + TRAIL, ATPlite viability luminescence. AID 624354. inhibition (viability loss, TRAIL sensitization), % at 10 µM. 360,000 compounds, 1% hits;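 active = compounds causing at least 50% loss of cell viability in the single-dose screen, relative to plate controls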
NR2E3 ag-1 – activates human photoreceptor nuclear receptor NR2E3 | GST-NR2E3/biotin-RetCOR TR-FRET, 1536-well | inhibition of corepressor binding, % at 4.78 µM | AID 2300 | 320,000 compounds, 0.12% hits;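 active = percent inhibition above the cutoff of mean plus 3 SD of all tested compounds, set per screening campaign, cut at about 20% in these data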;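 note: 0% = DMSO wells and 100% = biotin wells as full block of FRET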
Target sequence (Q9Y5X4 whole entry, looked up): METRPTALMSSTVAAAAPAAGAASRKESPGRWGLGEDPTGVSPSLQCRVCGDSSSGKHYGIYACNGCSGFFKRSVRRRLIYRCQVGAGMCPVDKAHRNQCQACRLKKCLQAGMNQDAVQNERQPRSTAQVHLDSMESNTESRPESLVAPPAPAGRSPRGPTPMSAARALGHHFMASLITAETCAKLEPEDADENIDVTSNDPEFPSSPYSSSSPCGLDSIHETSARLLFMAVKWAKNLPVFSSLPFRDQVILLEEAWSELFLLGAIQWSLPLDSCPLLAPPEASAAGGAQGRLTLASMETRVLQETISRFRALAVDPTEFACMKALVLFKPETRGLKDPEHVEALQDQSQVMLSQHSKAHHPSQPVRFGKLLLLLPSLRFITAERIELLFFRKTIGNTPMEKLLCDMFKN
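System: GST-NR2E3 and biotin-RetCOR proteins; probe or stimulus: 7 nM biotin-RetCOR; doses: compound at 4.8 µM, single dose; schedule: Compound–protein incubation for 5 h at 4 °C; detection: time-resolved FRET; read-out: percent inhibition; controls: biotin wells as high control, 0.6% DMSO wells as low control; format: 1536-well plates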
HIF-2a inh – HIF-2a inhibition | 786-0 RCC cells HIF-2a reporter, luciferase luminescence, overnight | inhibition, % at 18.8 µM | 360,000 compounds, 0.72% hits;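 active = inhibition of the luminescence signal of 40% or more relative to plate controls, in a single-dose primary screen at 18.75 µM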
CF NFkB inh – blocks PAF-induced NF-kB reporter in cystic fibrosis cells; KKLEB NF-kB-GFP reporter, GFP fluorescence overnight; inhibition, % at 5 µM; 360,000 compounds, 0.86% hits; AID 588850;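 active = at least 50% inhibition at 5 µM, scaled per plate between neutral and stimulator controls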;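 note: PAF is a Pseudomonas aeruginosa culture filtrate used as stimulus; plate controls were PAF-stimulated DMSO wells for no effect and unstimulated DMSO wells for full effect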
TROY signal inh – inhibitors of TROY-dependent NF-kB signaling; inhibition, % at 10 µM; 360,000 compounds, 0.98% hits; Q293 LMP1-TROYcd NF-kB luciferase reporter, 4 h;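 active = compounds whose plate-normalised and pattern-corrected inhibition of the luciferase reporter signal at the single screening dose is 50% or more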
NR2E3 ag-2 – agonists of human NR2E3 nuclear receptor. CHO-S Gal4-NCOR/VP16-NR2E3 two-hybrid, luciferase. Q9Y5X4. 360,000 compounds, 0.35% hits. inhibition of corepressor binding, % at 3.98 µM. AID 602229;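 active = inhibition above the mean of all tested compounds plus 3 SD, cut at about 70% in these data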;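 note: 0% = DMSO with NR2E3 transfected cells and 100% = cells lacking NR2E3 construct; higher means lower luciferase signal from less NR2E3 corepressor binding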
Shn3 3UTR inh – reduces Shn3 3'UTR luciferase signal in osteoblasts. Clone20 osteoblast Shn3 3'UTR firefly luciferase, 24 h. inhibition, % at 12.5 µM. 360,000 compounds, 0.52% hits;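 active = mean inhibition of at least 75% with every replicate also reaching 75%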;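 note: 0% = median of neutral control wells and 100% = pilot-screen positive control compound; some compounds past the cut are filed as inactive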
KKLEB cytotox – reduces viability of KKLEB cystic fibrosis airway cells | AID 602141 | 360,000 compounds, 0.36% hits | KKLEB CF airway cells viability, ATPlite luminescence, overnight; stronger effect = lower value; cells stimulated with P. aeruginosa culture filtrate | activity change (cytotoxicity), % at 5 µM;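 active = corrected activity change at or below -50% at 5 µM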
Starred values were filed as active, the others as inactive; / = not tested or not shown. A portion of the library; rates above refer to the full screens.

SMILES	Peg3 prom inh	TRPM1 prom inh	TWEAK Fn14 block	C8 TRAIL sens	NR2E3 ag-1	HIF-2a inh	CF NFkB inh	TROY signal inh	NR2E3 ag-2	Shn3 3UTR inh	KKLEB cytotox
COc1ccc2c(c1)S/C(=C\C(=O)c1ccncc1)N2C	-233	-54	13	18	0	-213	-11	-51	-71	-50	-5
COCCNc1nc(NCc2ccc(C)cc2C)c2sccc2n1	22	/	0	3	/	18	-3	37	5	42	-9
COc1ccc(OC)c(-n2c(-c3cccc(S(=O)(=O)N(C)C)c3)n[nH]c2=S)c1	9	-2	-2	-4	5	5	-3	10	-40	7	-4
O=C(NC(=Nc1ccccc1)N1CCOCC1)Nc1ccccc1	-7	-4	6	2	0	-60	-2	-16	-17	-5	0
O=C(O)c1ccc(NS(=O)(=O)c2ccc3c(c2)C(=O)c2cc(S(=O)(=O)Nc4ccc(C(=O)O)cc4)ccc2-3)cc1	3	0	-1	-4	0	17	4	5	-4	12	15
CCOc1ccc(S(=O)(=O)NC(C)C(=O)NCc2ccc3c(c2)OCO3)cc1 (stereo unspecified)	31	-8	31	-7	-5	17	1	-5	24	-20	-6
O=c1[nH]c(=S)[nH]c2c1C(c1ccc(Cl)cc1)OC(CCc1ccccc1)C2 (stereo unspecified)	8	/	-1	3	/	11	14	17	-47	-17	-14
CN(C)C(=O)CCc1ccc2c3c([nH]c2c1)[C@]1(C)[C@@H](C(=O)N2CCCCC2)C[C@H](CC(=O)NCC24CC5CC(CC(C5)C2)C4)C(=O)N1CC3	8	15	16	1	/	6	8	3	-15	73	10
COc1ccccc1CNC(=O)C1(C)CCN1C(=O)C1(c2ccccc2)CC1 (stereo unspecified)	14	/	3	-13	/	2	7	4	16	22	-14
CC(NC(=O)c1ccco1)C(=O)OCc1cccc(C(F)(F)F)c1 (stereo unspecified)	-2	4	-2	-1	/	-10	4	-12	-19	-9	-4
CN1CCN(C(=S)Nc2ccccc2Cl)CC1	14	-7	-16	0	0	13	13	1	-15	6	-8
O=S(=O)(c1ccccc1Cl)N1CCC(O)(c2ccc3c(c2)OCO3)CC1	-14	3	-17	-18	0	-71	-2	-1	-24	28	-2

Part of the list above in order of formula weight, low to high:
SMILES	Peg3 prom inh	TRPM1 prom inh	TWEAK Fn14 block	C8 TRAIL sens	NR2E3 ag-1	HIF-2a inh	CF NFkB inh	TROY signal inh	NR2E3 ag-2	Shn3 3UTR inh	KKLEB cytotox
O=C(NC(=Nc1ccccc1)N1CCOCC1)Nc1ccccc1	-7	-4	6	2	0	-60	-2	-16	-17	-5	0
CC(NC(=O)c1ccco1)C(=O)OCc1cccc(C(F)(F)F)c1 (stereo unspecified)	-2	4	-2	-1	/	-10	4	-12	-19	-9	-4
O=c1[nH]c(=S)[nH]c2c1C(c1ccc(Cl)cc1)OC(CCc1ccccc1)C2 (stereo unspecified)	8	/	-1	3	/	11	14	17	-47	-17	-14
CCOc1ccc(S(=O)(=O)NC(C)C(=O)NCc2ccc3c(c2)OCO3)cc1 (stereo unspecified)	31	-8	31	-7	-5	17	1	-5	24	-20	-6
COc1ccc(OC)c(-n2c(-c3cccc(S(=O)(=O)N(C)C)c3)n[nH]c2=S)c1	9	-2	-2	-4	5	5	-3	10	-40	7	-4
O=C(O)c1ccc(NS(=O)(=O)c2ccc3c(c2)C(=O)c2cc(S(=O)(=O)Nc4ccc(C(=O)O)cc4)ccc2-3)cc1	3	0	-1	-4	0	17	4	5	-4	12	15

Next records follow:
SMILES	Peg3 prom inh	TRPM1 prom inh	TWEAK Fn14 block	C8 TRAIL sens	NR2E3 ag-1	HIF-2a inh	CF NFkB inh	TROY signal inh	NR2E3 ag-2	Shn3 3UTR inh	KKLEB cytotox
Cc1nnc(SCCN2CCOCC2)n1C	2	6	0	14	0	14	11	22	-23	-8	-7
C=CCNC(=O)NC(=O)COC(=O)COc1ccc(Br)cc1F	11	2	20	0	-1	19	-1	8	-11	3	-20
CCOC(=O)C1(C)CCN1C(=O)c1cc(C)n(C(C)(C)C)n1 (stereo unspecified)	0	/	19	-13	/	-8	-19	6	-11	-2	-2
COC(=O)c1ccc(NC(=S)Nc2ccccn2)cc1	-372	-106	-30	12	0	-234	17	-47	-104	-90	-2
Cc1ccc(Nc2nnc(SCC(=O)c3cc4ccccc4o3)s2)cc1C	-148	3	29	4	4	-159	-10	18	-112	-30	1
Cc1ccc(CN(Cc2ccco2)S(=O)(=O)c2ccc(S(=O)(=O)NCC3CCCO3)cc2)cc1 (stereo unspecified)	16	-2	-7	6	1	11	-8	2	-10	29	-8
OCCC1CN(Cc2ccon2)CCN1Cc1ccc(F)c(F)c1 (stereo unspecified)	11	1	2	-5	5	12	2	12	-19	16	-16
CN1C(=O)c2ccc(NC(=S)NC(=O)C(C)(C)C)cc2C1=O	8	0	-5	-11	0	4	-8	-4	-4	7	13
O=C(C1CCC(=O)N(C2CCCC2)C1)N1CCN(c2ccc(Cl)cc2)CC1 (stereo unspecified)	-24	-12	1	-11	0	-4	5	-17	-22	-2	5
CN(C(=O)COc1ccc(S(=O)(=O)N2CCOCC2)cc1[N+](=O)[O-])C1CCS(=O)(=O)C1 (stereo unspecified)	4	-3	14	16	0	13	0	-6	5	1	-4
O=C(O)c1ccc2c(c1Nc1ccccc1)C(=O)c1ccccc1C2=O	-12	12	18	6	-7	-2	-32	-1	-43	10	-6
CCC(=O)Nc1ccc(Nc2nc(C)c([N+](=O)[O-])c(Nc3ccc(NC(=O)CC)cc3)n2)cc1	53*	12	34	19	4	9	40	6	7	24	-12
Cc1cc(C)cc(OCC(=O)NNC(=O)CCN2C(=O)c3ccccc3C2=O)c1	-6	-10	2	-4	1	8	-8	-20	10	7	16
Cc1ccc(N(C(=O)CCC(=O)Nc2cc(C)on2)C(C(=O)NC2CCCC2)c2ccccc2)cc1 (stereo unspecified)	7	-7	4	0	4	10	10	6	-13	10	9
Cc1cc(C)n(-c2ccc(NC(=O)C3CCN(Cc4cc(C)c(C)o4)CC3)cc2)n1	6	4	-10	-12	4	0	-1	24	-4	6	-6
O=C(Nc1ccccc1F)c1ccc(S(=O)(=O)N2CCCCCC2)cc1	-65	-32	0	14	2	-100	-11	-40	1	-14	6
Cc1ccccc1CNS(=O)(=O)c1c(C)[nH]c(C)c1C(=O)N1CCCCC1	-1	5	-6	-20	3	8	8	-11	-25	11	-1
CC(C)NC(=O)C1(C)CCCN1C(=O)c1ccc2c(c1)C(C)(C)CCC2(C)C (stereo unspecified)	7	/	-11	-8	/	11	-19	5	34	9	0
COc1cc(C2c3c(n[nH]c3C)C(=O)N2c2ccc(Br)cc2)ccc1O (stereo unspecified)	-29	-11	1	-9	1	-20	32	8	-9	-4	-11
CCOC(=O)C(c1ccccc1)C(Nc1ccccc1)c1ccccn1 (stereo unspecified)	8	3	10	-7	2	7	1	15	-11	-1	10
CC(C)O/C(=N\S(=O)(=O)c1ccc(Cl)cc1)c1ccccc1	1	-10	10	-5	-1	3	14	-14	-46	4	12
CCOC(=O)c1c(C)sc2c1N(C(=O)CN(CC)CC)c1cc(Cl)ccc1S2	23	13	7	3	3	22	18	35	-15	22	-28
Cc1ccccc1C(=O)Nc1ccc2c(c1)CCCN2C(=O)c1cccs1	-3	9	-43	35	2	-89	-6	-11	24	-8	2
CCn1c(SCC(=O)N2CCCC2)nnc1-c1ccc(N)cc1	12	6	1	-3	0	24	11	-1	-33	-7	2
CC(C)OCC(O)Cn1c(N2CCCC2)nc2c1c(=O)n(C)c(=O)n2C (stereo unspecified)	17	-4	-5	-13	-3	10	1	19	1	-24	3
CCOC(=O)c1cccc(-n2cccc2/C=C2\NC(=O)N(CC(=O)O)C2=O)c1	0	6	-11	1	/	-1	-9	-2	-37	3	-5
O=C(O)c1nn(-c2cccc(C(F)(F)F)c2)ccc1=O	-3	-7	16	-39	-4	16	16	9	-2	-18	-1
CSCCC(NS(=O)(=O)c1ccccc1F)C(=O)NNC(=O)c1csc(N2CCOCC2)n1 (stereo unspecified)	11	-2	9	16	-3	10	38	8	-12	16	-14
CC1CCN(C(=O)Cn2cc3c(n2)CCCC3)CC1	-22	-21	-22	-6	1	-51	8	-3	-36	-14	-13
CCN(CCCNC(=O)CN1C(=O)COc2ccccc21)c1cccc(C)c1	15	3	-1	-19	-1	17	-2	2	1	10	12
O=C(CSc1nncn1-c1ccccc1)Nc1ccccc1	-11	10	8	-23	0	-14	-1	-41	-5	-10	4
CC(=O)/C(C(=N)N1CCN(Cc2ccccc2)CC1)=C(\C)O	8	-6	3	-12	2	-3	-3	2	-11	7	7
CC(C)c1ccc(C2(C)NC(=O)N(CC(=O)NC3(C#N)CCCC3)C2=O)cc1 (stereo unspecified)	8	2	-18	-4	1	6	6	-33	17	13	1
O=C(CC(O)(c1ccccc1)C(F)(F)F)c1cccs1 (stereo unspecified)	12	5	17	-1	5	-7	11	-10	10	0	-7
COc1cccc(C(=O)Nc2ccc(F)c(F)c2F)c1	-212	-71	-9	-6	0	-192	5	-52	-118	-56	5
CC(=O)N(CN1C(=O)CCC1=O)c1ccc(Cl)c(Cl)c1	51*	30	73*	1	-2	16	-12	58*	-4	19	15
CC(=O)Nc1ccc2c(c1)nc1n2CCSC1	-17	-2	-8	-34	5	-9	-5	11	-26	-15	5
CC(C)(C)OC(=O)N1CCCC(C(=O)Nc2cccc(C(=O)NC3CC3)c2)C1 (stereo unspecified)	-11	9	9	2	/	-10	-5	-6	-6	-4	15
O=C(NNC(=O)C1C2C=CC(C2)C1C(=O)O)c1ccccc1O (stereo unspecified)	18	-4	1	5	-2	4	-4	-6	-20	-26	0

4 entries from above, with each value named.
CCN(CCCNC(=O)CN1C(=O)COc2ccccc21)c1cccc(C)c1
  Peg3 prom inh = 15	TRPM1 prom inh = 3	TWEAK Fn14 block = -1	C8 TRAIL sens = -19	NR2E3 ag-1 = -1	HIF-2a inh = 17	CF NFkB inh = -2	TROY signal inh = 2	NR2E3 ag-2 = 1	Shn3 3UTR inh = 10	KKLEB cytotox = 12
O=C(CSc1nncn1-c1ccccc1)Nc1ccccc1
  Peg3 prom inh = -11	TRPM1 prom inh = 10	TWEAK Fn14 block = 8	C8 TRAIL sens = -23	NR2E3 ag-1 = 0	HIF-2a inh = -14	CF NFkB inh = -1	TROY signal inh = -41	NR2E3 ag-2 = -5	Shn3 3UTR inh = -10	KKLEB cytotox = 4
CC(=O)/C(C(=N)N1CCN(Cc2ccccc2)CC1)=C(\C)O
  Peg3 prom inh = 8	TRPM1 prom inh = -6	TWEAK Fn14 block = 3	C8 TRAIL sens = -12	NR2E3 ag-1 = 2	HIF-2a inh = -3	CF NFkB inh = -3	TROY signal inh = 2	NR2E3 ag-2 = -11	Shn3 3UTR inh = 7	KKLEB cytotox = 7
CC(C)c1ccc(C2(C)NC(=O)N(CC(=O)NC3(C#N)CCCC3)C2=O)cc1 (stereo unspecified)
  Peg3 prom inh = 8	TRPM1 prom inh = 2	TWEAK Fn14 block = -18	C8 TRAIL sens = -4	NR2E3 ag-1 = 1	HIF-2a inh = 6	CF NFkB inh = 6	TROY signal inh = -33	NR2E3 ag-2 = 17	Shn3 3UTR inh = 13	KKLEB cytotox = 1

Compound activity deposited in PubChem BioAssay by several laboratories.
